From PubChem
pAkt inh: Akt phosphorylation inhibition | Neuro2A IGF-stimulated pAkt S473 HTRF, 20 min; active compounds read low | activity change, % for hits at 50 µM | 360,000 tested, 0.32% active | AID 651550; in the data active means activity change below about -80%; inconclusive means mostly about -51% to -80%; further: on the % scale 0 is the no-effect control and ±100 the full control effect
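Single-point screen (50 µM final compound) in Neuro2A cells stimulated 20 min with 6 nM IGF at 37 deg C. After lysis, Ser473-phosphorylated Akt read by HTRF (ex 330 nm, em 615/665 nm) as the 665/615 ratio.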
D3 antag: D3 dopamine receptor (human) antagonism | P35462 | 360,000 tested, 2.5% active | max response, negative = inhibition, % | D3R cells, DiscoveRx beta-arrestin luminescence, antagonist mode; active compounds read low; in the data active means max response below about -50%; inconclusive means no clear call, values can overlap the other calls; further: on the % scale 0 is the no-effect control and ±100 the full control effect; mostly tested at two doses, the higher about 12 µM
Target sequence (P35462 whole entry, looked up): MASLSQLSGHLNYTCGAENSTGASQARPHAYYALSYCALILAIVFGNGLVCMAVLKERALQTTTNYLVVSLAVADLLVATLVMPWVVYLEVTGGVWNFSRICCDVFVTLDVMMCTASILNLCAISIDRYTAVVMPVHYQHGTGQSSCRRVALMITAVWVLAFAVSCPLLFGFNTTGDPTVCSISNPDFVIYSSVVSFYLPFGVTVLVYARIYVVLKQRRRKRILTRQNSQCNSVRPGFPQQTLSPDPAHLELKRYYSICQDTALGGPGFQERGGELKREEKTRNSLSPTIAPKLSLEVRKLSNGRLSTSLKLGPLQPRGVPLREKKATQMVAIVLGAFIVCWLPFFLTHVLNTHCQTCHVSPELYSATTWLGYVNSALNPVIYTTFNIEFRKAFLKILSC
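Cells plated overnight at 1500 cells/well, then exposed to library compounds with dopamine controls for 90 minutes at 37 degrees C. DiscoveRx reagent added for 30–60 minutes at room temperature; luminescence read, quantitative HTS format.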
FUS yeast rescue: FUS proteinopathy suppression in yeast. 390,000 tested, 0.24% active. Potency, µM (top dose mostly 76.6 µM), inactives show at the top dose growth rescue (activation), actives largely listed as activators. S. cerevisiae FUS-expressing, growth rescue, OD600, 24 h;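 further: potency means the concentration at half of the fitted maximal effect; plate controls were DMSO vehicle for no effect and reference control for full effect; nearly all actives have a fitted effect of over 55% in size; some results filed as inactive show a strong effect at the top dose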
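Restored growth of FUS-toxic S. cerevisiae, read as 600 nm absorbance after 24 h at 30C in galactose medium (starting OD 0.005). Controls CP55940 and DMSO.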
Abeta yeast res: restores growth of yeast expressing A-beta42 peptide. yeast expressing A-beta42, growth rescue, OD600, 48 h; response scale: 0% DMSO, 100% iron-clioquinol control. Potency, µM (top dose mostly 46.1 µM), for the others: top-dose growth rescue, hits mostly activators. 410,000 tested, 0.063% active. AID 1347071; further: potency means the concentration at half of the fitted maximal effect; nearly all actives have a fitted effect of over 55% in size
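Yeast A-beta toxicity model in growth medium with pinned compounds, 48 h at 30 C; growth read as absorbance at 600 nm. Normalized to FeCl3/clioquinol equimolar mix (positive) and DMSO (negative).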
GLP1R ag: GLP-1 receptor (human) agonism | P43220 | HEK293 GLP-1R CRE-luciferase, luminescence, 4-6 h; cells express a hypersensitive GLP-1R form | Potency, µM (doses to about 45.6 µM), inactives show at the top dose activation, actives largely listed as activators | 380,000 tested, 0.007% active | AID 624172; further: potency means the concentration at half of the fitted maximal effect; % of control where 0% means no effect
TDP-43 yeast inh: rescues yeast growth from TDP-43 toxicity; TDP-43 expressing yeast growth rescue, BacTiter-Glo, 24 h; Potency, µM (highest dose often 46.1 µM), inactives show at the top dose growth rescue (activation), hits mostly activators; 410,000 tested, 1.8% active; further: potency means the concentration at half of the fitted maximal effect; % of control where 0% means no effect; nearly all actives have a fitted effect of over 50% in size
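Growth rescue of TDP-43-toxic yeast measured as ATP luminescence (BacTiter-Glo). Cells grown to mid-log in raffinose, induced in galactose at OD600=0.02, exposed to compound 24 hr at 30 deg C.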
GLP1R inv ag: inverse agonists of human GLP-1 receptor. P43220. HEK293 GLP-1R CRE-luciferase, luminescence, 24 h; GLP-1R form is constitutively active. Potency, µM (series often up to 38.3 µM), for inactives: at the top dose activity change, negative = inhibition, actives largely listed as inhibitors. 410,000 tested, 1.6% active; further: potency means the concentration at half of the fitted maximal effect; on the % scale 0 is the no-effect control and ±100 the full control effect; nearly all actives have a fitted effect of over 55% in size
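Constitutively active GLP-1R drives a cAMP-responsive luciferase in stably transfected HEK293 cells; test compounds are added after overnight (12 h) attachment and left 24 hr, and signal loss in luminescence marks inhibition.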
PTHR1 ag: activates the human parathyroid hormone receptor PTHR1 | 410,000 tested, 0.075% active | HEK293 GP2 PTHR1 cells, GloSensor cAMP luminescence, 1 h | Potency, µM (doses to about 115 µM), for inactives: at the highest dose activation, actives largely listed as activators | Q03431; further: potency means the concentration at half of the fitted maximal effect; nearly all actives have a fitted effect of over 55% in size; some results filed as inactive show a strong effect at the top dose; inactives centre near -15; many of its hits are not listed in these tables
Target sequence (Q03431 whole entry, looked up): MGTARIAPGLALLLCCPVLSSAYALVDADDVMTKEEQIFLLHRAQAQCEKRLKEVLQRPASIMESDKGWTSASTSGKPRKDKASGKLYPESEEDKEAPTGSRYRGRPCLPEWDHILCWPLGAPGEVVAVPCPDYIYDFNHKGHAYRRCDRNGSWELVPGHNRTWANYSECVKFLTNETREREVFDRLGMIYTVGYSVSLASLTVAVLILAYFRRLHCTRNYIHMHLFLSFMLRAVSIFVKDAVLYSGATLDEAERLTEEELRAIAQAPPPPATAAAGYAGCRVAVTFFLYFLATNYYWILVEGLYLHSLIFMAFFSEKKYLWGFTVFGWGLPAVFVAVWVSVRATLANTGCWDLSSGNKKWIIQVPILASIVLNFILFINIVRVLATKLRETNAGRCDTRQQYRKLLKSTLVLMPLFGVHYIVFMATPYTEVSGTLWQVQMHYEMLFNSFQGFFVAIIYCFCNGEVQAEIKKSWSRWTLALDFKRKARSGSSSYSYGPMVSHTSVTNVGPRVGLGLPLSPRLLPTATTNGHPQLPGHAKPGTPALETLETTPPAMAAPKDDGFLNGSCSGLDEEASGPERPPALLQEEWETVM
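HEK-293-derived GP2 cells expressing PTHR1 and a GloSensor cAMP reporter, 3,000/well, plated overnight, given luciferin plus IBMX (each 0.5 mM as added) for 1 h at 37 °C, then compound for 1 h at 37 °C. Luminescence was read after 15 min at room temperature.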
aSyn rescue: rescues yeast growth from alpha-synuclein toxicity; Yeast expressing alpha-synuclein, growth rescue, BacTiter-Glo, 24 h; Potency, µM (top dose mostly 46.1 µM), for inactives: at the highest dose growth rescue (activation), most hits filed as activators; 370,000 tested, 0.14% active; further: potency means the concentration at half of the fitted maximal effect; % of control where 0% means no effect; nearly all actives have a fitted effect of over 65% in size
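Readout is rescue of growth in alpha-synuclein-expressing yeast, so inhibitors of toxicity appear as activators. Growth after 24 hr at 30 deg C in galactose medium is quantified by luminescence.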
An asterisk follows results filed as active; i = inactive; ? = inconclusive; . = not tested or not shown; & = joins results of further samples; [ ] = remark or other dose. Unless noted, the call rests on the fitted dose curve; in most records, active means well fitted curve in the direction sought with a large enough effect; inconclusive means small, poorly fitted or top-dose-only effect, or another doubt; inactive means no such curve, though single readings can be large; an effect the other way counts as inactive or inconclusive. The list is partial, so the mix of outcomes need not match the whole.

entry	Compound	pAkt inh	D3 antag	FUS yeast rescue	Abeta yeast res	GLP1R ag	TDP-43 yeast inh	GLP1R inv ag	PTHR1 ag	aSyn rescue
1	O=C(CCCc1c[nH]c2ccccc12)N1CCCCCC1	i	13.9	25.1%	4.1%	2.9%	11.2%	-16.9%	-4.4%[57.5 µM]	9.6%
2	COc1ccc(C(=O)CC(=O)C(=O)Nc2c(C)cccc2C)cc1	i	-21.2	7.6%	-36.5%	-5.7%	-32.7%[inhibitor]	?	-30.1%[inhibitor]	3.3%
3	O=c1cc(C(F)(F)F)[nH]c2ccccc12	i	12.1	-5.1%	4.6%	-6.7%	5.5%	9.3%	-20.8%	-4.8%
4	CNC(=S)N(CCO)Cc1cc2cc3c(cc2[nH]c1=O)OCO3	i	-8.9	-22.2%	0.4%	2.0%	1.6%	7.7%	-6.6%	-8.1%
5	CCC(=O)N(NC1=NS(=O)(=O)c2ccccc21)S(=O)(=O)c1ccc(C)cc1	i	27.4	22.9%	-12.2%	0.3%	-1.9%[0.397 µM]	34.7%[activator]	i	4.9%
6	CCc1ccc2c(c1)C(=O)C(=O)N2CCS(=O)(=O)c1ccccc1	.	-26.0	-9.4%	-7.1%	5.5%	5.8%	19.5%	i	7.0%
7	O=S(=O)(NCc1ccccc1)c1ccc(-c2cnc(C3CC3)o2)cc1	i	13.0	24.2%&-15.2%	-8.0%	18.2%	5.0%&16.3%	?	-24.7%&-35.7%	3.5%
8	CC1CCCN(Cc2nc3c(c(=O)n(C)c(=O)n3C)n2Cc2c(F)cccc2Cl)C1 (stereo unspecified)	i	1.7	-22.7%	-8.7%	1.4%	1.5%	?	-16.3%	-5.5%
9	COc1ccc(-c2nc3ccccc3c(=O)n2N)cc1	i	0.8	32.9%	4.5%	0.2%	?	0.0%	i	2.9%
10	CCc1cccc(-n2nnc(-c3nc(-c4ccccc4Cl)no3)c2N)c1	.	.	-7.2%	3.2%	.	0.0%	-1.1%	i	.
11	COc1cc(S(=O)(=O)Nc2ccc(C(=O)NCC(=O)O)cc2)ccc1NC(C)=O	i	6.4	8.7%	11.5%	-0.8%	8.1%[9.22 µM]	-19.6%	i	3.8%
12	CN(C)/C=C/C(=O)c1ccc2noc(-c3ccccc3)c2c1	i	-8.2	11.8%	-76.2%[inhibitor]	8.7%	-93.0%[inhibitor]	?	-20.7%	-66.1%[inhibitor]
13	O=C(Nc1ccsc1C(=O)NC1CC1)c1ccccc1	i	13.7	9.9%	-0.3%	2.5%	12.6µM*	22.9%	i	-11.5%
14	C/C(=N\Nc1nc(-c2ccccc2)cs1)c1cccs1	i	-9.5	4.5%	8.8%	-10.2%	5.1%	?	-76.8%[inhibitor]	-20.5%
15	c1ccc(N2CC3COc4ccccc4C3=N2)cc1 (stereo unspecified)	i	2.3	.	-21.5%	11.4%	?	?	-16.6%	3.4%
16	Cc1ccc(-c2nc3c4ccccc4n(CC(=O)N4CCN(c5ccccc5F)CC4)c(=O)n3n2)cc1	.	.	-6.2%	-8.9%	.	15.1%	1.3%	i	.
17	Cc1cccc(OCCCC(=O)Nc2sc3c(c2C(N)=O)CCC(C)C3)c1 (stereo unspecified)	.	.	7.6%	-16.1%	.	10.1%	3.3%	-1.4%	.
18	CCCCCCSc1ccc([C@@H]2[C@H]3C(=O)N(CC)C(=O)[C@H]3[C@]3(C(=O)OC)CCCCN23)cc1OC	i	3.4	?	3.5%	15.5%	19.0%	2.0%	i	14.7%
19	Cc1c(NC(=O)c2ccc(CC(C)C)o2)c(=O)n(-c2ccccc2)n1C	i	0.6	-2.0%	12.3%	4.2%	-17.0%	5.6%	i	12.8%
20	CC(=O)Nc1ccccc1C(=O)C(=O)Nc1ccc(C)c(F)c1	i	5.4	-5.3%	-9.8%	3.9%	8.2%	6.7%	i	1.7%
21	COc1ccc(OC)c(S(=O)(=O)NCc2cn3cccc(C)c3n2)c1	i	-14.1	-9.1%	-5.2%	0.6%	-17.2%	-4.4%	i	-3.5%
22	O=C(Nc1ccc(Cl)cn1)C1C(c2ccccc2)C1(Cl)Cl (stereo unspecified)	i	-12.3	-3.2%	-89.7%[inhibitor]	8.8%	12.6µM*	?	-35.2%[inhibitor]	-11.1%
23	Cc1nn2c(N)c(-c3ccccc3)cnc2c1-c1ccc(Cl)cc1	i	2.2	11.1%	-4.4%	12.9%	9.6%	?	-40.1%[inhibitor]	0.4%
24	CCOc1ccc(CCNC(=O)CCNS(=O)(=O)c2ccc(Br)cc2)cc1OCC	i	-3.2	18.1%	-2.7%	3.7%	15.2%	7.2%	-1.0%	2.4%
25	CCc1cc(C(=O)N2CCCC(N3CCN(c4cccc(C(F)(F)F)c4)CC3)C2)n(C)n1 (stereo unspecified)	i	4.9	11.4%	-3.8%	-3.4%	12.9%	?	-54.7%[inhibitor]	5.1%
26	COCCNC(=O)CN1CCN(Cc2cccc(Cl)c2)C1=O	i	-21.4	-5.2%	-5.3%	0.5%	8.8%	-3.5%	i	-2.6%
27	CC(=O)Nc1ccc(S(=O)(=O)N2CCCN(S(=O)(=O)c3ccc(C)cc3)CC2)cc1	i	10.9	24.5%	16.9%	-0.6%	-20.4%	0.0%	-7.0%[57.5 µM]	7.5%
28	Cc1cccc(NC(=O)CN(C)S(=O)(=O)c2cnc[nH]2)c1C	i	38.1	-13.2%&-14.2%	-13.0%&7.6%	5.1%	14.7%&0.0%	12.5%&-2.3%	-8.5%	2.6%
29	C[C@@H]1CC[C@]2(C(=O)O)CC[C@]3(C)C(=CCC4[C@]56CC[C@@](O)(OC5)C(C)(C)C6CC[C@]43C)C2[C@H]1C (stereo partly specified)	i	-14.3	?	-28.5%	-1.3%	10.6%	?	-18.6%	-14.0%
30	Cc1ccc(NC2CCCN(C(=O)c3ccoc3)C2)cc1C (stereo unspecified)	i	-1.3	5.5%	-9.1%	-4.9%	4.3%	-26.8%	i	-0.7%
31	C/C=C/COC(=O)c1[nH]c2c(c1C)C(=O)CC(c1ccco1)C2 (stereo unspecified)	i	0.0	12.8%	-23.6%	3.0%	-15.9%	-62.1%	-20.5%	-4.9%
32	Cn1c(=O)n(C)c2cc(NC(=O)COc3ccccc3)ccc21	i	-1.2	-5.4%	-16.6%	2.5%	6.5%	31.5%[activator]	-34.4%[inhibitor]	-2.2%
33	COc1ccc(CC(=O)n2nc(-c3ccccc3)nc2NCc2ccco2)cc1	i	22.4	9.1%	8.6%	-7.6%	?	0.0%	-3.6%[57.5 µM]	4.7%
34	O=C1c2cc(N3CCCC3)c([N+](=O)[O-])cc2C(=O)N1c1ccccc1	i	-14.9	.	2.4%	-9.2%	2.0%	8.2%	-30.5%	0.8%
35	COc1ccc(NC(=O)C2CC(=O)OC23CCOC(C)(C)C3)cc1 (stereo unspecified)	i	0.0	-3.5%	6.1%	-5.6%	8.4%	8.0%	i	0.9%
36	CC(=O)OCc1cc(=O)n(C)c(=O)n1C	i	20.3	21.0%	-8.0%	-9.0%	-15.1%	4.7%	-1.7%[57.5 µM]	0.0%
37	CCOc1ccc(NC(=O)c2ccc(-c3nc(COc4ccccc4)c(C)o3)cc2)cc1	.	.	0.6%	-22.9%	.	-16.9%	-16.0%	i	.
38	CCOC(=O)C1CCN(C(=O)CNC(=O)Cn2c(C)cc3ccccc3c2=O)CC1	i	-1.8	10.6%	4.8%	5.5%	-9.6%	-12.0%	i	-2.9%
39	CCCN1CCN(C(=O)c2ccc(CS(=O)c3ccc(Cl)cc3)o2)CC1 (stereo unspecified)	i	-12.8	-17.7%	12.0%	3.9%	-9.8%	1.2%	-22.1%	0.5%
40	O=C(c1ccc(F)cc1)C1CCN(C(=O)c2ccc(Cl)cc2)CC1	i	-27.6	31.7%	-18.4%	-1.3%	-3.8%	?	i	-3.8%
41	Nc1ccc(Nc2nc(-c3cccs3)cs2)cc1	i	4.8	15.0%	-0.2%	-0.2%	-9.4%	18.3%	-26.3%	-1.5%
42	O=C(NC(=S)NCCc1ccccc1)c1ccccc1F	i	7.1	0.8%	30.5%	11.5%	11.2µM*	5.6%	-15.2%	-9.8%
43	CC1=C(c2ccc(F)cc2)S(=O)(=O)N=C1N1CCC(C(=O)NCCc2cccc(C)c2)CC1	.	.	-9.3%	1.1%	.	22.7%	1.6%	-5.7%	.
44	Cn1nc(-c2ccccc2)cc1NC(=O)c1ccccc1	i	9.7	6.7%	?	1.2%	?	?	-26.3%	-4.1%
45	O=C(NC(NC1CCS(=O)(=O)C1)C(Cl)(Cl)Cl)c1ccc(Br)cc1 (stereo unspecified)	i	10.9	5.2%	16.5%	-0.4%	12.4%	?	i	-13.1%
46	COCCCNCC(=O)c1c(N)n(Cc2ccccc2)c(=O)n(C)c1=O	i	6.2	.	11.2%	0.1%	-10.6%	?	i	4.8%
47	Cc1ccc(S(=O)(=O)Nc2cccc(-c3ccc4nncn4n3)c2)cc1	i	-22.6	37.1%	0.8%	8.2%	-12.2%	?	-68.1%[inhibitor]	-3.2%
48	O=C(NCc1ccccc1Cl)c1ccccc1CCc1ccccc1	i	2.2	35.0%	8.9%	4.8%	8.3%	?	-17.4%	1.1%
49	Cc1ccc(SCc2cc(=O)n(C)[nH]2)cc1	i	6.1	18.4%	-6.6%	-9.3%	28.3%	9.4%	i	0.0%
50	COc1cccc(NC(=O)CN2CCN(C(=O)c3ccco3)CC2)c1	i	7.9	21.3%	15.2%	4.9%	-20.8%	6.9%	21.1%	-0.7%
51	CC(C)OC(=O)CSc1nc(-c2ccc(F)cc2)cc(C(F)(F)F)n1	i	-1.3	0.0%	3.3%	-1.4%	5.7%	-37.5%	-21.0%	6.5%
